HCV inhibitor: blocks hepatitis C virus; AID 651820; Huh7.5.1 HCVcc-Cre infection, luciferase reporter, 44 h; 3.4% of 340,000 active; Potency, µM (titrated, usually from 41.8 µM), for the others: at the top dose activity change, negative = inhibition, hits mostly inhibitors; also: potency is read from the fitted curve at half-maximal effect; % is scaled to controls: 0 for no effect and ±100 for the full control effect
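Cells (1,000/well) were plated 4 h before compound, then infected with HCVcc-Cre virus (~0.5 moi). After 44 h further culture, infection was read as luciferase luminescence following a 15 min substrate incubation at room temperature.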
Shiga toxin inh: inhibitors of Shiga toxin in Vero cells. Vero cells, Shiga toxin protein synthesis inhibition reporter. 9.2% of 290,000 active. inhibition, % at 38.7 µM; in the data active = inhibition mostly above about 28%, no sharp cut-off; inactive = mostly below about 43%; also: 0% is about no effect
Pf growth 48h: inhibits P. falciparum growth in the first generation, 48 h; AID 504832; 5.9% of 310,000 active; P. falciparum luciferase growth in erythrocytes, 48 h; Potency, µM (titrated, usually from 28.7 µM), for the others: top-dose activity change, negative = inhibition, usual class: inhibitors; also: potency is read from the fitted curve at half-maximal effect; % is scaled to controls: 0 for no effect and ±100 for the full control effect
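Compounds are pin-transferred into medium, infected erythrocytes (2% hematocrit, 0.1% parasitemia final) are added, and plates sit one parasite generation at 37 C in 5% CO2. Detection reagent is then added and luminescence measured.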
Tb PYK inh: blocks Trypanosoma brucei pyruvate kinase | Q57TT1 | TbPYK enzyme, Kinase-Glo Plus ATP luminescence, 45 min | 0.12% of 410,000 active | Potency, µM (doses to about 76.8 µM), for inactives: top-dose activity, negative = inhibition, most hits filed as inhibitors; also: potency is read from the fitted curve at half-maximal effect; % is scaled to controls: 0 for no effect and ±100 for the full control effect; nearly all actives have a fitted effect of over 50% in size
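In this concentration-response screen, enzyme-free wells defined baseline while DMSO plates tracked drift. Each reaction combined TbPYK, substrate, compound and 130 uM ADP for 45 min at room temperature. Kinase-Glo Plus luminescence gave the signal.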
CHX counter: counter-screen for Shiga toxin inhibitors: cycloheximide protein synthesis inhibition | 12% of 300,000 active | max response, % | cell reporter, cycloheximide protein synthesis inhibition counterscreen; in the data active = max response mostly above about 13%, no sharp cut-off; inactive = mostly below about 14%; also: read at 38.3 µM for the half of the compounds with a filed dose; 0% is about no effect
LmPK inhibitor: inhibitors of Leishmania mexicana pyruvate kinase | purified LmPK, Kinase-Glo ATP luminescence, 1 h | Potency, µM (titrated, usually from 57.5 µM), for inactives: at the top dose activity change, negative = inhibition, usual class: inhibitors | 0.37% of 290,000 active | AID 1721; also: potency is read from the fitted curve at half-maximal effect; % is scaled to controls: 0 for no effect and ±100 for the full control effect
Target sequence (Q27686 whole entry, looked up): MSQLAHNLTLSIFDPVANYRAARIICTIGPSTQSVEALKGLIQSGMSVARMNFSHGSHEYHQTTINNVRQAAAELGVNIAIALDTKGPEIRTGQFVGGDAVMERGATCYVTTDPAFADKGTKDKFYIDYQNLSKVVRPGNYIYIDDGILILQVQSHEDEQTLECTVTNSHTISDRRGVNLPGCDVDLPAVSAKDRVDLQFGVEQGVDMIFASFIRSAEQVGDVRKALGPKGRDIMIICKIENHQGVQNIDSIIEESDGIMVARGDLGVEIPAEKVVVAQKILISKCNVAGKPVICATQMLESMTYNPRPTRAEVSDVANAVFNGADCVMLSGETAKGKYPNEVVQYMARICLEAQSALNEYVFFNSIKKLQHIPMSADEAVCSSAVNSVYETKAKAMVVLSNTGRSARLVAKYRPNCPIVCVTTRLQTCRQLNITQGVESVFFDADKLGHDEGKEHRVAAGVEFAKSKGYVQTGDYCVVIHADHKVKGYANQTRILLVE
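Kinase-Glo luminescence read after 1 h RT reaction of 0.1 nM LmPK with 0.5 mM PEP and 0.1 mM ADP. Activity scaled between uninhibited and enzyme-free controls.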
Pf growth 96h: inhibits malaria parasite growth, 96 h; P. falciparum luciferase reporter growth, 96 h; Potency, µM (doses to about 28.7 µM), for inactives: top-dose activity change, negative = inhibition, actives largely listed as inhibitors; 6.9% of 320,000 active; AID 504834; also: potency is read from the fitted curve at half-maximal effect; % is scaled to controls: 0 for no effect and ±100 for the full control effect
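Luminescence readout: decreased luciferase signal marks inhibited growth of reporter-expressing P. falciparum in infected red cells (2% hematocrit, 0.05% parasitemia final), exposed to compound two generations (96 h, 37 C, 5% CO2).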
Starred values were filed as active, the others as inactive; ? = inconclusive; . = no result given; & = joins results of further samples; [ ] = another dose, or the depositor's remark. Unless noted, calls follow the shape of the dose curve; as a rule, active = well fitted curve in the direction sought with a large enough effect; inconclusive = small, poorly fitted or top-dose-only effect, or another doubt; inactive = no such curve, though single readings can be large; an effect the other way counts as inactive or inconclusive.

Results follow in this order: HCV inhibitor	Shiga toxin inh	Pf growth 48h	Tb PYK inh	CHX counter	LmPK inhibitor	Pf growth 96h
> CCOc1ccc(NC(=O)C(CC)NC(=O)c2ccccc2CO)cc1 (configuration not stated)
    -9.1%	-28.3	.	-1.7%	-11.7	-0.3%	.
> O=C(COc1ccc(Br)cc1)N1CCN(S(=O)(=O)/C=C/c2ccccc2)CC1
    ?	-12.5	?	-1.4%	-0.7	0.7%	11.7µM*
> COc1cc(CNC(C)c2ccccc2)cc(Br)c1OCc1ccccc1 (configuration not stated)
    ?	-14.4	?	4.4%	-3.9	2.4%	?
> CCCn1nnnc1COc1ccc(C(N)=O)cc1
    13.4%	-5.9	19.6%	-6.2%	-4.9	-2.5%	28.2%
> COC(=O)N/N=C/c1ccc(OC(=O)c2ccco2)c(OC)c1
    4.6%	10.9	3.4%	-1.4%	8.3	-4.2%	68.4%[activator]
> O=C(Nc1ccc(Cl)cc1)c1cccc(OC(=S)N2CCOCC2)c1
    .	18.0	6.9%	-0.8%	21.3	-2.2%	?
> CCCCOc1cccc(C(=O)N(Cc2ccccc2)C2CCS(=O)(=O)C2)c1 (configuration not stated)
    6.9%	-11.1	-27.2%	3.2%	1.6	1.5%	-3.6%
> C=CCn1c(=N)n(CC(O)c2ccco2)c2ccccc21 (configuration not stated)
    14.9%	13.6	25.1%	2.4%	-2.0	-5.3%	73.1%[activator]
> c1ccc(Cn2ccnc2)cc1
    1.9%	-12.0	-15.0%	2.6%	-3.1	2.1%	-1.4%
> O=C(Nc1cc(C(F)(F)F)ccc1F)C1CCCC1
    19.0%	27.2	-24.2%	2.3%	1.1	0.2%	-6.2%
> CCc1cccc(CC)c1NC(=S)NCCc1c(C)[nH]c2ccccc12
    ?	-12.8	13.1µM*	-0.8%	-2.6	4.7%	13.1µM*
> COc1cc(C(=O)Nc2ccccc2N2CCCCC2)cc(OC)c1OC
    ?	-2.4	.	-4.5%	-8.3	-0.7%	?
> Cc1cc(-c2csc(NC(=O)c3cccc(S(=O)(=O)N(C)C)c3)n2)c(C)n1-c1ccccc1
    ?	38.8*	8.28µM*	-7.0%	9.0	-0.4%	11.7µM*
> CC(C)[C@@H](C(=O)NCC1CCC(C(=O)O)CC1)n1nnc2ccccc2c1=O (some centres not stated)
    4.6%	-10.6	7.5%	2.9%	-6.6	-3.4%	11.7%
> CCOc1ccccc1C(=O)Nc1cccc(-c2nnc(-c3ccccc3)o2)c1
    -5.5%	-3.9	-26.2%	.	0.9	2.6%	?
> Cc1c(NC(=O)c2cccnc2Cl)c(=O)n(-c2ccccc2)n1C
    43.1%[activator]	14.5	6.0%	-4.1%	-1.2	0.3%	?
> C/C=C/c1ccc(OCCn2cncn2)c(OC)c1
    -7.0%	-5.0	21.2%	1.7%	-0.8	-2.7%	-7.5%
> COc1ccc(OC)c(NC(=O)c2nnn(Cc3ccc(Br)cc3F)c2N)c1
    ?	-4.2	?	-19.2%	-3.1	3.7%	?
> COc1ccc(Oc2nc(Oc3ccc(OC)cc3)nc(Oc3ccc(OC)cc3)n2)cc1
    -6.7%&-8.4%	-11.7	20.2%	0.5%	-0.9	-0.5%	29.3%
> COc1ccc(CCC(=O)NC2CCCCC2)cc1
    18.0%	-15.0	-15.5%	5.4%	10.2	-1.0%	14.7µM*
> Cc1nc2ccccc2c(=O)n1NC(=O)C1CC1
    10.8%	-7.0	18.2%	-5.3%	6.5	-0.1%	28.9%
> COc1ccc(-n2nc(C(=O)NCc3ccco3)c3c4ccccc4n(C)c3c2=O)cc1Cl
    ?	-6.9	19.8%	-2.3%	-0.6	0.6%	56.6%[activator]
> CCOC(=O)c1[nH]c2ccccc2c1NC(=O)CN1CCCCC1
    ?	38.3	-10.4%	-10.3%	22.8	-0.1%	?
> Cc1cc(C)nc(SCC(=O)Nc2ccc3c(c2)OCO3)n1
    6.7%	7.7	19.2%	-0.7%	7.8	1.2%	?
> CCN(CC)CCNC(=O)c1cn(CCOC)c(=O)c2c1c1ccccc1n2C
    -6.1%	-6.9	-18.9%	?	-1.5	-5.2%	27.0%
> Cc1ccc(NC(=O)c2ccc(NS(=O)(=O)c3cccc4cccnc34)cc2)cc1
    10µM*	3.4	-22.9%	2.1%	-3.5	1.5%	9.3%
> COc1cccc(C=Nc2ccccc2C(=O)Nc2nccs2)c1OC
    -16.1%	-5.8	.	-1.3%	6.1	5.1%	131.1%[activator]
> Brc1ccccc1C1N=C(c2ccccc2)NO1 (configuration not stated)
    4.7%	85.7*	260.8%[activator]	3.9%	46.9*	6.4%	189.4%[activator]
> CCCCOc1ccccc1NC(=O)CC1SC(=NCC)N(CC)C1=O (configuration not stated)
    ?	-14.0	-16.1%	-4.8%	-1.5	1.7%	74.3%[activator]
> O=C(Cn1nnc2c(cnn2-c2ccc(F)cc2)c1=O)OC1CCCCC1
    17.4%	64.2	16.2%	3.4%	27.5*	4.7%	.
> COc1ccccc1Nc1cc(C(=O)NCc2cccnc2)c2ccccc2n1
    -5.4%	30.9	21.2%	-2.9%	22.1	1.3%	4.3%
> COc1ccc(C(=O)NC2CCN(C(=S)Nc3cccc(C)c3)CC2)cc1
    12.0%	-8.0	-21.9%	-7.6%	-2.1	-2.0%	98.8%[activator]
> Fc1ccc(F)c(CNc2ncnc3cc(Cl)ccc23)c1
    ?	-12.2	?	5.9%	-5.7	-1.1%	?
> CC(C)Cc1nnc(NC(=O)CSc2nc(-c3ccccc3)cc(=O)[nH]2)s1
    1.4%	-9.2	14.2%	1.9%	34.6	-1.4%	5.3%
> Cc1cccc2c1cnn2C(=O)Nc1ccc(Br)cc1F
    14.1%	21.9	92.1%[activator]	-7.8%	7.1	0.3%	-3.9%
> COc1ccc(/C=C2\CCCC3C2=NN(C(=O)c2scnc2C)C3c2ccc(OC)cc2)cc1 (configuration not stated)
    ?	-6.3	?	-0.4%	11.8	-2.4%	.
> COc1ccccc1CNC(=O)C(C)Oc1ccccc1 (configuration not stated)
    11.0%	-15.1	15.5%	-4.4%	0.9	-6.0%	-79.8%
> O=C(Nc1ccc(F)cc1)c1ccc2c(c1)S(=O)(=O)N=C1CCCCCN12
    32.0%[activator]	.	1.9%	-7.2%	.	.	-15.0%
> O=C(NC1CCCc2ccccc21)C1CCC(CNS(=O)(=O)c2cccc3nsnc23)CC1 (configuration not stated)
    1.2%	-9.7	.	3.9%	9.1	0.8%	3.7µM*
> CCCCCCCc1ccc(-c2ccc(O)cc2)nc1
    -0.9%	80.7*	?	-2.9%	30.7*	1.7%	5.6%

5 compounds drawn at random from the list so far, as already listed:
Results follow in this order: HCV inhibitor	Shiga toxin inh	Pf growth 48h	Tb PYK inh	CHX counter	LmPK inhibitor	Pf growth 96h
> C/C=C/c1ccc(OCCn2cncn2)c(OC)c1
    -7.0%	-5.0	21.2%	1.7%	-0.8	-2.7%	-7.5%
> CCN(CC)CCNC(=O)c1cn(CCOC)c(=O)c2c1c1ccccc1n2C
    -6.1%	-6.9	-18.9%	?	-1.5	-5.2%	27.0%
> CCOc1ccc(NC(=O)C(CC)NC(=O)c2ccccc2CO)cc1 (configuration not stated)
    -9.1%	-28.3	.	-1.7%	-11.7	-0.3%	.
> COc1cccc(C=Nc2ccccc2C(=O)Nc2nccs2)c1OC
    -16.1%	-5.8	.	-1.3%	6.1	5.1%	131.1%[activator]
> CCCn1nnnc1COc1ccc(C(N)=O)cc1
    13.4%	-5.9	19.6%	-6.2%	-4.9	-2.5%	28.2%

Going on with the list.
Results follow in this order: HCV inhibitor	Shiga toxin inh	Pf growth 48h	Tb PYK inh	CHX counter	LmPK inhibitor	Pf growth 96h
> COC(=O)CCC(=O)c1oc2ccccc2c1NC(=O)CCCN1C(=O)c2ccccc2C1=O
    -6.4%	21.6	30.2%[activator]	2.0%	12.5	0.6%	9.28µM*
> O=C(NCc1n[nH]c(=S)n1-c1cccc(Cl)c1)c1cccs1
    -11.7%	-5.9	?	?	2.4	-6.2%	?
> C=CCNC(=S)N/N=C/c1cccc([N+](=O)[O-])c1
    -25.3%	16.5	-9.9%	-1.2%	5.9	-2.1%	?
> Cn1cnnc1Sc1nc2ccccc2nc1NS(=O)(=O)c1ccccc1
    12.3%	28.3	-2.0%	-10.5%	-3.7	1.5%	155.2%[activator]
> Cc1[nH]c2ccccc2c1C(=O)COC(=O)C1CCC(=O)N1 (configuration not stated)
    -16.3%	-10.2	4.6%	-2.1%	-3.4	4.2%	-1.7%
> Cc1cc(/C=N/NC(=O)c2cccc(F)c2)c(C)n1-c1ccccc1
    ?	50.0	218.9%[activator]	-3.2%	25.4	-2.9%	?
> NC(=O)CSc1nc2c(sc(=S)n2-c2ccccc2)c(=O)[nH]1
    18.9%	-5.0	9.1%	-9.4%	7.0	-1.8%	17.3%
> CC(C)Oc1cccc(C(=O)NC(=S)Nc2ccccc2N2CCOCC2)c1
    -7.1%	-10.8	?	-3.0%	-0.6	-8.8%	-11.4%
> O=[N+]([O-])c1cc([N+](=O)[O-])c(Oc2cccc(Cl)c2Cl)cc1NN1CCCCC1
    4.2%	-5.4	-10.3%	-15.3%	1.6	1.8%	?
> CC(C)c1ccc(S(=O)(=O)N2CCN(C(=O)c3cc(-c4ccccc4)n[nH]3)CC2)cc1
    10.2%	6.6	?	3.1%	-1.6	2.0%	15.9%
> O=S(=O)([O-])CCC[n+]1ccc(Oc2ccccc2)cc1
    17.9%	11.3	-10.8%	-4.5%	2.2	3.4%	?
> CCCN1CCC(N2CCN(c3ccc([N+](=O)[O-])cc3)CC2)CC1
    -4.0%	-16.1	?	17.1%	0.9	-3.7%	5.86µM*
> Cc1ccc(C(=O)NCCNC(=O)COc2ccccc2Cl)cn1
    6.2%	14.1	7.4%	3.5%	-1.2	-3.3%	7.2%
> CCOC(=O)c1ccc(OCC(=O)c2ccc(O)cc2O)cc1
    6.7%	49.8*	76.2%[activator]	3.8%	18.3*	2.9%	53.3%[activator]
> COc1ccccc1N(C)S(=O)(=O)c1ccc(C(=O)OCC(=O)Nc2ccc(C(N)=O)cc2)cc1
    11.8%	.	?	0.0%	.	.	-18.3%
> COc1cccc(CC2(CO)CCCN(Cc3c(C)cc(C)cc3-n3cccn3)C2)c1 (configuration not stated)
    ?	-11.5	?	-2.1%	1.2	-3.5%	?
> Nc1ccc(C(=O)OCC(=O)N2CCOCC2)cc1[N+](=O)[O-]
    19.3%	56.9*	114.9%[activator]	-7.0%	30.9*	-0.3%	130.3%[activator]
> O=C(CSc1nnc(-c2ccc(F)cc2)o1)N1CCN(C(=O)c2ccco2)CC1
    -16.7%	-14.8	-6.6%	0.2%	-1.2	3.5%	52.2%[activator]
> Cc1ccc(NC(=O)Nc2ccc3c(c2)C(=O)OC3)cc1Cl
    -8.5%	-2.1	8.5%	-1.7%	3.1	0.3%	18.0%
> CC(C)c1ccc(S(=O)(=O)N2CCN(C(=O)c3ccncc3)CC2)cc1
    2.1%	.	?	2.9%	.	.	?
> O=C(CCN1C(=O)c2cccc3cccc(c23)C1=O)N1CCN(Cc2ccc3c(c2)OCO3)CC1
    ?	-8.5	?	2.5%	1.5	-2.9%	-0.3%
> O=C(N/N=C/c1cn[nH]c1-c1ccc(F)cc1)c1ccncc1
    -3.1%	-9.6	5.0%	1.8%	-2.3	-1.9%	30.5%[activator]

Screens from PubChem.
